Vif inh: HIV Vif inhibition | HEK293T cells, Vif self-association by quenched fluorescence, imaging, 24 h | inhibition, % at 7.49 µM | 340,000 tested, 0.35% active; in the data active = inhibition above about 50%, passing the limit was not always enough; inconclusive = no clear call, values can overlap the other calls; inactive = below about 31%; also: some results filed as inactive read as strong as hits
NOD2-RIPK2 inh: blocks binding of human NOD2 to RIPK2; AID 624267; CHO BLA complementation NOD2-RIPK2, CCF4 ratio; inhibition, % at 4.98 µM; 360,000 tested, 0.38% active; in the data active = inhibition above about 21%;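 also: 0% = vehicle only and 100% = reference blocker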
Glyco luc inh: N-linked glycosylation inhibition; AID 588692; 360,000 tested, 0.23% active; D54 ERlucT glycosylation luciferase reporter, 24 h; percent of 100 nM tunicamycin response; reporter increase, % at 12.5 µM;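 active = mean luciferase reporter signal, scaled so untreated is 0 and the glycosylation-blocking control 100, at or above a set limit in every replicate; inconclusive = mean reaches the limit but not every replicate does; inactive = mean below the limit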;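 also: luciferase carries N-glycosylation sites so blocking glycosylation raises the light; 0% = median of neutral control wells and 100% = median of 100 nM tunicamycin wells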
TLR9-MyD88 block: inhibitors of human TLR9-MyD88 binding. 340,000 tested, 0.21% active. inhibition, % at 4.98 µM. CHO BLA complementation TLR9-MyD88, CCF4 FRET ratio;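 active = inhibition above the mean over all tested compounds plus 3 SD, cut at about 21% in these data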;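 also: 0% = DMSO only wells and 100% = clavulanate BLA inhibitor control wells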
Exocytosis inh: lytic granule exocytosis inhibition | TALL-104 LAMP-1 surface exposure, flow cytometry; cells stimulated with thapsigargin and PMA | inhibition, % at 10 µM | 360,000 tested, 0.66% active | AID 651702;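 active = inhibition above about 55%, limit read from the data; inconclusive = no clear call, values can overlap the other calls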
MC4R antag cAMP: antagonists of human melanocortin 4 receptor (MC4R); P32245; MC4R-expressing cells, MTII-stimulated cAMP, LANCE TR-FRET; inhibition, % at 6.5 µM; 360,000 tested, 0.48% active; AID 540295;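 active = inhibition above its plate's cutoff, the mean of tested wells on that plate plus 3 SD, cut at about 29% in these data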;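 also: 0% = Melanotan II alone and 100% = Melanotan II plus saturating MCL0020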
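Assay system: U2OS-MC4R stable cell line; Also added: Melanotan II; Technique: Eu-cAMP/anti-cAMP TR-FRET, emission 671 nm; Times: 30-min compound, 1-h challenge, 1-h detection, room temperature.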
ABCB6 inh 2: human ABCB6 transporter inhibition | Q9NP58 | K562-ABCB6 porphyrin accumulation, flow cytometry, 1 h; stronger effect = lower value | fluorescence ratio to DMSO, % at 10 µM | 360,000 tested, 0.19% active;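 active = fluorescence ratio to DMSO below 75%, the collection mean minus 3 SD; inconclusive = too few cells collected in the well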;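 also: signal is porphyrin accumulated inside mitochondria; 100% equals median channel fluorescence of DMSO control wells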
ABHD5-PLIN5 inh: ABHD5-PLIN5 protein interaction inhibition; inhibition, % at 4 µM; Q00G26+Q8WTS1; AID 602281; Split G. princeps luciferase complementation, luminescence, 4 h; 360,000 tested, 0.78% active;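 active = inhibition above the mean inhibition across every tested compound plus 3 SD, cut at about 22% in these data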;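 also: 0% = DMSO only wells and the 100% control is not disclosed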
MC4R ag barr: activates human MC4R beta-arrestin recruitment; P32245; U2OS MC4R beta-arrestin complementation, luminescence; percent of melanotan II response, DMSO zero; activation, % at 8.9 µM; 360,000 tested, 0.98% active;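 active = activation above a per-plate cutoff, the mean activation of sample wells on that plate plus 3 SD, cut at about 8% in these data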
aDG glyco up: alpha-DG glycosylation activation; Pro5-aDG cells, alpha-DG glycosylation AlphaScreen (IIH6); 0% Pro5, 100% B10-LARGE cell signal; activation, % at 10 µM; 360,000 tested, 0.22% active; AID 624168;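 active = activation of at least 8% versus controls, or a plate z-score of at least 8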;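 also: Pro5 are CHO cells carrying HIG-tagged alpha-DG that lacks glycosylation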
Active calls of the source: *; ? = inconclusive; · = no result given. Not all compounds are listed (hit frequency here may not be typical).

Vif inh | NOD2-RIPK2 inh | Glyco luc inh | TLR9-MyD88 block | Exocytosis inh | MC4R antag cAMP | ABCB6 inh 2 | ABHD5-PLIN5 inh | Molecule | MC4R ag barr | aDG glyco up
1 | -12 | 3 | -8 | 23 | -1 | 99 | 0 | O=C(CNC(=O)c1ccc(Cl)cc1)NC(CO)c1ccccc1 (configuration not stated) | -2.1 | 0.0
-2 | 10 | -1 | 3 | -1 | -9 | 100 | -1 | CCOc1ccccc1/C=C(/NC(=O)c1ccccc1)C(=O)N1CCCCC1 | 1.9 | -0.3
-8 | -5 | 0 | 5 | -2 | 6 | 84 | 0 | C=CCNC(=O)c1scc2c1CCCC2 | -1.8 | 0.4
-1 | 4 | 1 | -12 | -4 | 9 | 99 | 6 | Cc1c(Cc2ccccc2)c(=O)oc2c(C)c(OCC(=O)N3CCC(C(=O)O)CC3)ccc12 | 0.8 | -0.4
-5 | 8 | -1 | · | 1 | · | 101 | 0 | CC(C)(C)Nc1c(C2CCNCC2)nc2c(OCc3ccccc3)cccn12 | · | 0.1
-2 | -4 | 1 | -8 | -2 | 0 | 88 | 0 | CCc1ccc(NC(=S)NCC2CCCN2CC)cc1 (configuration not stated) | -2.0 | 1.0
· | -5 | · | · | 0 | · | · | 0 | CC1(c2nnnn2C2CCCC2)CCC(=O)N1c1ccc2c(c1)OCCO2 (configuration not stated) | · | 0.3
4 | -6 | 2 | -9 | -3 | 0 | 88 | 2 | O=C(COc1ccccc1N1C(=O)c2ccccc2C1=O)c1ccc(Cl)cc1 | 0.1 | 0.4
2 | 7 | 1 | -7 | -1 | 1 | 93 | -1 | COc1ccc(CN2C(=O)c3cccnc3C2=O)cc1S(=O)(=O)NCc1ccco1 | -2.1 | 0.1
· | -5 | -1 | 2 | -1 | 2 | 100 | 0 | O=C(c1ccco1)N1CCN(Cc2cn[nH]c2-c2ccc(F)cc2F)CC1 | -2.2 | 0.1
-5 | -8 | -3 | -4 | -1 | 21 | 99 | -6 | O=S(=O)(c1ccccc1)N1CCN(C(=S)Nc2ccc(Br)cc2)CC1 | -1.2 | -0.1
· | -10 | 7 | 5 | 0 | 6 | 100 | 0 | Cc1ccc(S(=O)(=O)Nc2ccc(Cl)cc2)cc1NC(=O)Cn1cnc2c1c(=O)n(C)c(=O)n2C | -2.6 | -0.2
-4 | -11 | -1 | -11 | -2 | 7 | 95 | 5 | COC(=O)c1ccccc1NC(=O)CN(c1ccc(C)cc1)S(C)(=O)=O | -0.6 | 0.1
-1 | 6 | 2 | -15 | 3 | 8 | 96 | -6 | Cc1cc(NS(=O)(=O)c2ccc(NC(=O)CCc3ccccc3)cc2)no1 | -1.1 | 0.0
1 | 2 | -1 | 10 | 9 | 21 | 99 | 9 | CCCCn1c(N)c(N(CC(C)C)C(=O)CC2CCCC2)c(=O)[nH]c1=O | 1.4 | 0.5
24 | 7 | 2 | 1 | -1 | 0 | 95 | 6 | O=C(NCCC(=O)N1O[C@@H]2C=C[C@H]1C2)OCC1c2ccccc2-c2ccccc21 | 1.5 | -0.2
-13 | -6 | 0 | -9 | 6 | 9 | 100 | 9 | CNC(=S)N(CCc1c(C)[nH]c2ccc(F)cc12)Cc1cccnc1 | -1.7 | 0.2
-13 | 1 | -1 | 6 | -2 | 2 | 97 | 3 | COc1ccc(NS(=O)(=O)c2ccc(NC(=O)c3ccc(Br)cc3)cc2)nn1 | -1.1 | 0.2
1 | -2 | -1 | -4 | 1 | 7 | 94 | 0 | CCOC(=O)/C(=C/c1ccco1)NC(=O)c1ccc(Br)o1 | -0.5 | -0.2
1 | 2 | -12 | 2 | -6 | -2 | 98 | 0 | O=C(NCCc1ccccn1)c1ccc(OC2CCN(CCc3ccccc3)CC2)cc1 | -1.9 | 0.1
· | 2 | -7 | -8 | 0 | 13 | 95 | 4 | Cc1ccc(-c2noc(CSc3nnc(-c4ccncc4)n3-c3ccc(C)cc3)n2)cc1 | 1.1 | 0.7
-2 | 9 | 0 | -7 | 9 | 8 | 97 | 10 | CCOC(=O)C1CCN(CCC(=O)Nc2ccccc2Cl)CC1 | 0.2 | 0.0
12 | -1 | -3 | 4 | 62* | 9 | 99 | 5 | COc1ccc(C(CNC(=O)Cc2ccc(-c3ccccc3)cc2)N(C)C)cc1 (configuration not stated) | -0.4 | 0.4
2 | -4 | -2 | 5 | -1 | 6 | 97 | 7 | NS(=O)(=O)c1ccc(CCNC(=O)NC2(C(F)(F)F)Oc3ccccc3O2)cc1 | 0.0 | -0.1
2 | 12 | -2 | -2 | -4 | 5 | 102 | -2 | COCCn1c(=NC(=O)/C=C/c2ccccc2Cl)sc2cc(NC(C)=O)ccc21 | 0.3 | 0.0
9 | 10 | 4 | -1 | 6 | 10 | 100 | -9 | CCCNC(=O)c1onc(CSc2ccc(Cl)cc2)c1C(=O)NCCOC | 1.1 | 0.1
12 | 0 | 0 | -1 | -1 | 13 | 103 | -1 | Cc1ccc(NC(=O)CCC(=O)O)cc1F | 1.4 | -0.1
-1 | -3 | -2 | -8 | 0 | 6 | 97 | 1 | OC(c1ccccn1)(c1ccccn1)c1ccccn1 | -2.4 | 0.8
6 | -1 | 22 | -19 | 3 | -1 | 103 | 6 | COc1cc(C2Nc3ccc4ncccc4c3C3=C2C(=O)CCC3)cc(OC)c1O (configuration not stated) | -0.8 | -0.2
0 | -5 | -1 | -10 | 72* | 2 | 100 | -1 | O=C(Nc1ccc(-c2cn3ccccc3n2)cc1)c1cccs1 | -3.1 | 0.6
3 | -2 | -1 | -8 | 2 | -2 | 99 | -4 | COC(=O)N1C(=O)[C@](c2ccccc2)(C2CCCCC2)N1C(=O)OC | 0.3 | 0.1
-2 | -11 | 1 | -5 | 6 | 4 | 97 | 1 | COc1ccc(CNC(=O)C2CCCC2)cc1 | 0.8 | 0.0
20 | 2 | 5 | 0 | -1 | 1 | 99 | -2 | Nc1c([N+](=O)[O-])c(=O)oc2ccccc12 | -3.5 | 0.1
-2 | 9 | 2 | -9 | -6 | 5 | 101 | 0 | CC(C(=O)N1CCN(C(=O)c2ccco2)CC1)N1C(=O)NC2(CCCCC2C)C1=O (configuration not stated) | 0.3 | 0.1
8 | 8 | 0 | 12 | 2 | 3 | 103 | -1 | Cc1oc(C)c(S(=O)(=O)NCc2cccs2)c1C(=O)O | -2.6 | -0.1
0 | 4 | 0 | -2 | -9 | 4 | 94 | -5 | COc1ccc(N(CC(=O)Nc2ccc3c(c2)OCO3)S(=O)(=O)c2c(C)nn(C)c2C)cc1 | 0.3 | -0.2
0 | -1 | 3 | 5 | 4 | -6 | 93 | 0 | CCc1ccc(Oc2nc([N+](=O)[O-])nn2C)cc1 | 0.7 | 0.2
0 | -5 | -1 | -3 | -4 | 8 | 98 | 5 | COC(C#CCCN(C)C)(c1ccccc1)c1ccccc1 | -0.2 | -0.2
-6 | 1 | -4 | 3 | -2 | -4 | 96 | -1 | CC(C(=O)N1CCc2ccccc21)N1CCN(S(=O)(=O)c2ccc(C(F)(F)F)cc2)CC1 (configuration not stated) | -2.3 | 0.4
5 | 0 | 3 | 6 | -4 | 11 | 94 | 4 | COc1ccccc1N1C(=S)NC2CS(=O)(=O)CC21 (configuration not stated) | 0.5 | 0.0

Filtered by structure, the compounds so far containing an aryl thioether with sulfur outside any ring
Vif inh | NOD2-RIPK2 inh | Glyco luc inh | TLR9-MyD88 block | Exocytosis inh | MC4R antag cAMP | ABCB6 inh 2 | ABHD5-PLIN5 inh | Molecule | MC4R ag barr | aDG glyco up
· | 2 | -7 | -8 | 0 | 13 | 95 | 4 | Cc1ccc(-c2noc(CSc3nnc(-c4ccncc4)n3-c3ccc(C)cc3)n2)cc1 | 1.1 | 0.7
9 | 10 | 4 | -1 | 6 | 10 | 100 | -9 | CCCNC(=O)c1onc(CSc2ccc(Cl)cc2)c1C(=O)NCCOC | 1.1 | 0.1

(next part)
Vif inh | NOD2-RIPK2 inh | Glyco luc inh | TLR9-MyD88 block | Exocytosis inh | MC4R antag cAMP | ABCB6 inh 2 | ABHD5-PLIN5 inh | Molecule | MC4R ag barr | aDG glyco up
? | -2 | 1 | 1 | -4 | 0 | 106 | -5 | CSc1nsc(/C=C/Nc2ccc(F)cc2F)c1C#N | 4.3 | -0.2
-3 | 9 | 2 | -4 | -2 | 3 | 98 | 6 | Cc1n[nH]c(C)c1N1C(=O)c2cccc3cc(Br)cc(c23)C1=O | -2.9 | 0.0
-3 | 6 | 0 | 8 | 4 | 10 | 84 | 3 | COc1ccc(C2C3=C(CC(C)(C)CC3=O)OC(N)=C2[N+](=O)[O-])cc1 (configuration not stated) | -0.9 | -0.2
· | -2 | 1 | · | -5 | 4 | 101 | 2 | CC1(C(=O)NS(=O)(=O)C2CC2)CCN(C(=O)C2(c3ccc(Cl)cc3)CCCC2)C1 (configuration not stated) | -1.6 | -0.2
-6 | -6 | -4 | -14 | -3 | -3 | 93 | 4 | CCCCCn1c(=O)c(C(=O)c2ccccc2)nc2ccccc21 | -0.8 | -0.2
· | -5 | 0 | -7 | -2 | -4 | 101 | 1 | CN(CCC1CCCCO1)Cc1cn(C)nc1-c1ccc2c(c1)OCCO2 (configuration not stated) | -2.4 | 0.0
5 | 1 | 1 | -3 | 2 | 10 | 101 | 2 | CCc1ccc(C(=O)NNC(=O)OC)cc1 | -2.6 | -0.3
-1 | -3 | 6 | · | -4 | -13 | 94 | 4 | Cc1[nH]c2ccccc2c1/C=N/NC(=O)c1cc(C(C)(C)C)[nH]n1 | -0.5 | -0.1
-2 | 1 | -7 | 11 | 12 | -2 | 96 | 1 | CCOC(=O)c1cc2c(=O)n3ccccc3nc2n(CC(C)C)c1=NC(=O)c1c(-c2c(F)cccc2Cl)noc1C | -0.9 | 0.4
-1 | -12 | 2 | 3 | 13 | 5 | 99 | 0 | O=C(O)c1cc(-c2ccccc2)n(-c2ccc(Cl)cc2)n1 | -2.2 | -0.6
-2 | -8 | -2 | -6 | -1 | -3 | 89 | 1 | CCOc1ccc(NC(=O)NNC(=O)C2CCC(C(C)(C)C)CC2)cc1 (configuration not stated) | -0.5 | -0.6
-8 | 3 | 0 | -6 | -7 | 4 | 91 | 4 | CC(=O)c1cccc(NC(=O)CCNC(=O)c2cccc(C)c2)c1 | -0.5 | 0.2
34 | -3 | 0 | 5 | 1 | 5 | 108 | -2 | CCN(C(=O)CN1CCCc2cc(C)ccc21)c1c(N)n(Cc2ccccc2)c(=O)[nH]c1=O | -1.4 | 0.2
0 | -3 | 0 | -5 | 0 | 12 | 99 | -1 | Cn1c(Cn2nnc3ccccc32)nnc1SCC(=O)N1CCc2ccccc21 | 2.0 | 0.0
5 | 0 | 3 | -6 | -3 | 9 | 97 | 2 | CCOC(=O)C1CCN(C(=O)C2COc3ccccc3O2)CC1 (configuration not stated) | -0.6 | -0.1
0 | -1 | -2 | · | -8 | 3 | 96 | -3 | CC1(C(=O)O)CCCN(C(=O)c2ccc3c(c2)C(C)(C)CCC3(C)C)C1 (configuration not stated) | -1.2 | -0.3
26 | -4 | 0 | 8 | -2 | 3 | 103 | 0 | CC(C)CCNC(=O)NC(=O)COC(=O)CNC(=O)C1CCCCC1 | -0.7 | 0.0

Compound activity as filed in PubChem BioAssay.
